GlmU inhibition: inhibition of mycobacterial GlmU enzyme – biochemical, glucosamine-1-phosphate acetyltransferase (AID 1376); M. tuberculosis GlmU acetyltransferase enzyme assay; higher % means a stronger effect; one-dose inhibition, %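 (tested at 30 µM in the primary screen)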; IC50 in µM for titrated hits; 0.25% of 220,000 active; in the data active means inhibition above about 13%;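 further: 0% = complete reaction with vehicle and 100% = reaction without substrate; strong numbers were not always called active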
RmlCD inh 1536: M. tuberculosis RmlC/RmlD inhibition; P9WH09+P9WH11; RmlC+RmlD coupled enzyme assay, percent inhibition; primary screen in compound mixtures; inhibition, % at 3.6 µM; 0.03% of 160,000 active; AID 1533; in the data active means inhibition mostly above about 34%, no sharp cut-off; further: some results filed as inactive read as strong as hits
Target sequence (P9WH09 whole entry, looked up): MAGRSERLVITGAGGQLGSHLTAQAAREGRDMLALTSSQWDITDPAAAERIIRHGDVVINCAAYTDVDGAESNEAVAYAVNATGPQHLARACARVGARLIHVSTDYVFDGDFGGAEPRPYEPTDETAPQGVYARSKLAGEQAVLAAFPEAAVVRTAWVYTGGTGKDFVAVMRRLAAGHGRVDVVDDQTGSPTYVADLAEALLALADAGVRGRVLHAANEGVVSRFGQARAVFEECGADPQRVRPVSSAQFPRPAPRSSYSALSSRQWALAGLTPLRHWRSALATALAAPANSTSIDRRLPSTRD
Target sequence (P9WH11 whole entry, looked up): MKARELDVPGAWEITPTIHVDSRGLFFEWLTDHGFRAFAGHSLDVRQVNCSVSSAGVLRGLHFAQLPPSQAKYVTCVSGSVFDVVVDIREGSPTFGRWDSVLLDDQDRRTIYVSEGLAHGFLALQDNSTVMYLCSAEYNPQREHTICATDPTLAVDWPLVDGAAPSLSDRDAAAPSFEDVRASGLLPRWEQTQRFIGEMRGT
* hit, by the source's call. Only part of the results is shown, so the mix of outcomes need not match the whole.

What do the screens show for `COc1ccc(C(=O)N/N=c2\oc3ccccc3cc2C(=O)NCc2ccccc2)cc1`?
GlmU inhibition: 6.0%; RmlCD inh 1536: -8

How did CCOc1ccc(NC(=O)C(CC(=O)O)Cc2ccccc2)cc1 (stereo unspecified) do in these assays?
GlmU inhibition: 1.5%; RmlCD inh 1536: -6

How did CN(C)/C=N/c1cc(=O)[nH]c(=O)n1C do in these assays?
GlmU inhibition: -8.4%

Results for c1ccc(-c2cc3c(ccc4nonc43)nn2)cc1 ?
GlmU inhibition: -0.3%; RmlCD inh 1536: -9

What do the screens show for `Cc1ccc(OCc2nnc(SCC(=O)Nc3nccs3)n2-c2ccccc2)cc1C`?
GlmU inhibition: 0.4%

How did Cc1ccc2c(c1)C(=O)CC1(CCCC1)O2 do in these assays?
GlmU inhibition: -2.4%

What do the screens show for `CCCCC(=O)N(c1ccc(C(=O)O)cc1)c1nc(-c2ccc(Cl)cc2)c(CC)s1`?
GlmU inhibition: 3.8%; RmlCD inh 1536: -32

How did COc1ccc(CN2C(=O)c3ccccc3C(/C=N/OCc3ccc(Cl)cc3)C2=O)cc1 (stereo unspecified) do in these assays?
GlmU inhibition: -6.6%; RmlCD inh 1536: 7

Results for CCOC(=O)N1CCN(C(=O)CN(C)S(=O)(=O)c2ccc3c(c2)C(C)(C)C(=O)N3C)CC1 ?
RmlCD inh 1536: 10

What do the screens show for `COC(=O)C(C)n1nc(C)n(-c2ccc(C)cc2)c1=O` (stereo unspecified)?
GlmU inhibition: 2.8%; RmlCD inh 1536: 12

Results for CCOc1ccc(C(C)NC(=O)c2cccnc2OCC)cc1OCC (stereo unspecified) ?
GlmU inhibition: -0.2%; RmlCD inh 1536: 1

What do the screens show for `Cc1ccc2nc(NC(=O)C3CCN(S(=O)(=O)c4cnc[nH]4)CC3)sc2c1`?
GlmU inhibition: 0.9%

What do the screens show for `CCOc1cc(NC(=S)NCCCN2CCOCC2)c(OCC)cc1NC(=O)C1CC1`?
GlmU inhibition: -0.6%; RmlCD inh 1536: 4

Results for O=C(NC(=S)Nc1ccccc1)c1cc([N+](=O)[O-])ccc1N1CCOCC1 ?
GlmU inhibition: 8.7%

How did COC(=O)c1[nH]c2ccccc2c1NC(=O)CN1CCN(c2cccc(Cl)c2)CC1 do in these assays?
GlmU inhibition: -1.1%; RmlCD inh 1536: 0

Grouped by structure: the entries above containing a COOH group.
How did CCOc1ccc(NC(=O)C(CC(=O)O)Cc2ccccc2)cc1 (stereo unspecified) do in these assays?
GlmU inhibition: 1.5%; RmlCD inh 1536: -6

What do the screens show for `CCCCC(=O)N(c1ccc(C(=O)O)cc1)c1nc(-c2ccc(Cl)cc2)c(CC)s1`?
GlmU inhibition: 3.8%; RmlCD inh 1536: -32

(continued)
How did O=C1c2ccccc2C(=O)N1CCCCSc1nnnn1-c1ccccc1 do in these assays?
GlmU inhibition: 5.0%

Results for Cc1ccccc1OCC(=O)N(Cc1ccc(N(C)C)cc1)C1CCS(=O)(=O)C1 (stereo unspecified) ?
GlmU inhibition: 2.8%; RmlCD inh 1536: 9

How did O=C(CN1CCN(Cc2ccccc2)CC1)N/N=C/c1ccco1 do in these assays?
GlmU inhibition: 3.3%; RmlCD inh 1536: 6

How did CCCCC(CC)CNC(=O)C1C2C=CC(C2)C1C(=O)O (stereo unspecified) do in these assays?
GlmU inhibition: -3.8%; RmlCD inh 1536: 10

What do the screens show for `Cc1cc2ccccn2c1C(=O)c1ccc(N/N=C/c2ccc(C(=O)O)cc2)c([N+](=O)[O-])c1`?
GlmU inhibition: 4.2%

What do the screens show for `O=S1(=O)CC(NCc2ccccc2)C(Nc2ccc(Cl)cc2)C1` (stereo unspecified)?
GlmU inhibition: 2.2%; RmlCD inh 1536: -9

What do the screens show for `Cc1ccc(S(=O)(=O)N2CCOCC2)cc1NC(=O)COC(=O)CNC(=O)c1ccc(C(C)(C)C)cc1`?
GlmU inhibition: -2.9%

How did CCOc1ccc(NC(=O)CCNS(=O)(=O)c2ccc3c(c2)c(=O)n(C)c(=O)n3C)cc1 do in these assays?
GlmU inhibition: -0.1%; RmlCD inh 1536: -9

How did Cn1c(=O)c2c(ncn2CCN(CCO)Cc2ccccc2)n(C)c1=O do in these assays?
GlmU inhibition: -5.2%; RmlCD inh 1536: 4

What do the screens show for `CC(=O)c1ccc(N2CCN(CC(O)COCc3ccco3)CC2)cc1` (stereo unspecified)?
GlmU inhibition: -4.2%

How did CCCCN1C2=C(C(=O)CC(C)(C)C2)C(c2ccccc2)C2=C1c1ccccc1C2=O (stereo unspecified) do in these assays?
GlmU inhibition: -4.8%; RmlCD inh 1536: -6

How did NS(=O)(=O)c1ccc2c(c1)C1C=CCC1C(C1CC=CCC1)N2 (stereo unspecified) do in these assays?
GlmU inhibition: 2.5%; RmlCD inh 1536: 0

How did Cc1ccc(NC(=S)Nn2cnnc2)cc1 do in these assays?
GlmU inhibition: -4.0%; RmlCD inh 1536: 4

How did COCc1[nH]nc2c1C(c1ccc(OC)c(OC)c1)C(C#N)=C(N)O2 (stereo unspecified) do in these assays?
GlmU inhibition: 0.9%; RmlCD inh 1536: 3

How did O=C(c1ccco1)N1CCN(C(=O)C2CC2)CC1 do in these assays?
GlmU inhibition: 3.2%; RmlCD inh 1536: 0

How did O=C(NCc1ccccc1)[C@@H]1C[C@H]1[C@@H](NP(=O)(c1ccccc1)c1ccccc1)c1ccccc1 do in these assays?
GlmU inhibition: 3.3%

How did O=C(/C=C\c1ccc2c(c1)OCO2)Nc1nnc(SCC(=O)OCc2ccccc2)s1 do in these assays?
GlmU inhibition: -0.4%; RmlCD inh 1536: -7

Results for CC(=O)Oc1ccc(OC(C)=O)c(SCCCCCCl)c1 ?
GlmU inhibition: -3.4%; RmlCD inh 1536: -12

What do the screens show for `CC(C)(C)C(=O)Nc1nnc(SCC(=O)NCc2cccs2)s1`?
GlmU inhibition: 1.7%

Results for Cn1c(=O)c2c(nc(OCc3ccccc3)n2C)n(C)c1=O ?
GlmU inhibition: 0.1%; RmlCD inh 1536: -2

Results for O=C(CN1C(=O)CSc2ccccc21)Nc1ccccc1C(=O)N1CCOCC1 ?
GlmU inhibition: 6.0%

What do the screens show for `CCOc1ccc(CCNC(=O)C2CCCN(C(=O)N(C)C)C2)cc1OCC` (stereo unspecified)?
GlmU inhibition: 1.5%

How did COCCN(C(=O)CNC(=O)c1ccco1)C(C(=O)NC1CCCC1)c1cccs1 (stereo unspecified) do in these assays?
GlmU inhibition: 0.0%

How did CCOC(=O)N1CCN(c2c(-c3ccc(C)cc3)c(=O)c2=O)CC1 do in these assays?
GlmU inhibition: -3.3%

What do the screens show for `O=C(CSc1nnc2c(n1)[nH]c1ccccc12)NCc1ccco1`?
GlmU inhibition: -1.2%; RmlCD inh 1536: 8

Results for CCCn1cnc2c(sc3nc4c(cc32)CSC(C)(C)C4)c1=O ?
GlmU inhibition: -4.9%

What do the screens show for `CCc1ccccc1NC(=O)CSc1nnc([C@H](CCSC)NC(=O)OC(C)(C)C)o1`?
GlmU inhibition: -1.3%; RmlCD inh 1536: 1

How did Cc1ccc(S(=O)(=O)N2CCN(C(=O)c3cc(=O)c4ccccc4o3)CC2)cc1 do in these assays?
GlmU inhibition: 2.3%; RmlCD inh 1536: -5

What do the screens show for `CCN(/N=C/c1ccccc1)c1cc(=O)n(C)c(=O)[nH]1`?
GlmU inhibition: 0.3%; RmlCD inh 1536: 0

How did O=C(Oc1ccc(N(C(=O)c2ccncc2)S(=O)(=O)c2ccc(F)cc2)cc1)c1ccncc1 do in these assays?
GlmU inhibition: -4.5%

Ordered by SMILES length (highest first): part of the list above.
What do the screens show for `CCc1ccccc1NC(=O)CSc1nnc([C@H](CCSC)NC(=O)OC(C)(C)C)o1`?
GlmU inhibition: -1.3%; RmlCD inh 1536: 1

What do the screens show for `CCOc1ccc(CCNC(=O)C2CCCN(C(=O)N(C)C)C2)cc1OCC` (stereo unspecified)?
GlmU inhibition: 1.5%

What do the screens show for `CC(C)(C)C(=O)Nc1nnc(SCC(=O)NCc2cccs2)s1`?
GlmU inhibition: 1.7%

6 records picked at random from the list so far:
What do the screens show for `CCc1ccccc1NC(=O)CSc1nnc([C@H](CCSC)NC(=O)OC(C)(C)C)o1`?
GlmU inhibition: -1.3%; RmlCD inh 1536: 1

How did O=C(NCc1ccccc1)[C@@H]1C[C@H]1[C@@H](NP(=O)(c1ccccc1)c1ccccc1)c1ccccc1 do in these assays?
GlmU inhibition: 3.3%

How did O=C(Oc1ccc(N(C(=O)c2ccncc2)S(=O)(=O)c2ccc(F)cc2)cc1)c1ccncc1 do in these assays?
GlmU inhibition: -4.5%

Results for CCCn1cnc2c(sc3nc4c(cc32)CSC(C)(C)C4)c1=O ?
GlmU inhibition: -4.9%

How did Cc1ccc(S(=O)(=O)N2CCN(C(=O)c3cc(=O)c4ccccc4o3)CC2)cc1 do in these assays?
GlmU inhibition: 2.3%; RmlCD inh 1536: -5

Results for O=C(CN1C(=O)CSc2ccccc21)Nc1ccccc1C(=O)N1CCOCC1 ?
GlmU inhibition: 6.0%

Carrying on:
Results for O=C(COc1ccccc1Cl)N1CCN(c2ccc([N+](=O)[O-])c(N3CCCCC3)c2)CC1 ?
GlmU inhibition: 2.3%; RmlCD inh 1536: 8

What do the screens show for `O=C(CCSc1nc(-c2ccco2)cc(C(F)(F)F)n1)NCCc1ccccc1`?
GlmU inhibition: -1.4%; RmlCD inh 1536: -15

What do the screens show for `COC(=O)c1ccc(CSC(=N)N)o1`?
GlmU inhibition: -2.6%; RmlCD inh 1536: -1

How did CC(=O)N1CCc2cc(S(=O)(=O)NC(C(=O)Nc3nc(C)cs3)C(C)C)ccc21 (stereo unspecified) do in these assays?
GlmU inhibition: 1.2%; RmlCD inh 1536: -2

How did CC1=C(C(=O)OCC2CCCO2)C(c2coc3ccc(C)cc3c2=O)C2=C(CCCC2=O)N1 (stereo unspecified) do in these assays?
GlmU inhibition: 2.3%; RmlCD inh 1536: -11

How did COc1ccc(CNC(=O)CN(C(=O)c2ccc(CN3CCOCC3)o2)C2CCCC2)cc1 do in these assays?
GlmU inhibition: -4.5%; RmlCD inh 1536: 3

What do the screens show for `Cc1cc(NC(=O)COC(=O)c2ccccc2[N+](=O)[O-])no1`?
GlmU inhibition: 4.0%; RmlCD inh 1536: 8

What do the screens show for `CCOc1ccc(OCC)c(NC(=O)C2CCN(S(=O)(=O)c3c(C)[nH]c(=O)[nH]c3=O)CC2)c1`?
GlmU inhibition: -1.7%; RmlCD inh 1536: 7

What do the screens show for `Cc1[nH]c(=O)[nH]c(=O)c1/C=N/NC(=O)[C@@H](N)CC(C)C`?
GlmU inhibition: -2.0%; RmlCD inh 1536: 6

How did O=C(Nc1cccc2ccccc12)c1ccc(Br)o1 do in these assays?
RmlCD inh 1536: 13

Results for Cc1cccc(NC(=O)CN(C)S(=O)(=O)c2ccccc2)n1 ?
GlmU inhibition: -0.3%; RmlCD inh 1536: -21

What do the screens show for `CN(C)c1cccc(C(=O)OC(C(=O)Nc2ccc([N+](=O)[O-])cc2Br)c2ccccc2)c1` (stereo unspecified)?
GlmU inhibition: 0.8%; RmlCD inh 1536: 14

How did Cc1ccc(S(=O)(=O)NCCC(=O)Oc2ccc3ccc(=O)oc3c2)cc1 do in these assays?
GlmU inhibition: -4.7%

What do the screens show for `Cc1cc(Cl)ccc1N=c1ssnc1Cl`?
GlmU inhibition: 8.8%; RmlCD inh 1536: 2

What do the screens show for `CCCCN(C(=O)Cn1nnc2ccccc21)C(C(=O)NCCOC)c1ccccc1` (stereo unspecified)?
GlmU inhibition: 0.8%

How did COc1ccc(OC)c(S(=O)(=O)Nc2ccccc2C)c1 do in these assays?
GlmU inhibition: 3.3%; RmlCD inh 1536: -5

What do the screens show for `CCN(CC)C(=O)CN1C(=O)C2(OCC(C)(c3ccccc3)CO2)c2ccccc21` (stereo unspecified)?
GlmU inhibition: 1.1%

Results for COc1cc(OC)nc(N/N=C(\c2ccccc2)c2ccncc2)n1 ?
GlmU inhibition: 4.3%; RmlCD inh 1536: 3

What do the screens show for `COc1ccc(S(=O)(=O)N2CCCCC2C(=O)O)cc1OC` (stereo unspecified)?
GlmU inhibition: -1.9%

How did Cn1c(SCC(=O)NC(=O)c2cccc([N+](=O)[O-])c2)nnc1-c1ccc(F)cc1 do in these assays?
GlmU inhibition: -4.7%; RmlCD inh 1536: 11

What do the screens show for `CC1CC(C)CN(S(=O)(=O)c2ccc(C(=O)N3CCN(c4ccccc4)CC3)cc2)C1` (stereo unspecified)?
GlmU inhibition: -7.8%; RmlCD inh 1536: -5

How did O=C(CSc1nccc(=O)[nH]1)Nc1ccc2c(c1)OCCO2 do in these assays?
GlmU inhibition: -6.5%

What do the screens show for `Cc1ccc(N2CCN(C(=O)c3cc(C(=O)c4ccccc4C)c[nH]3)CC2)c(C)c1`?
GlmU inhibition: 2.3%; RmlCD inh 1536: 11

Results for CCOC(=O)c1ccc(NC(=O)Cn2ccc([N+](=O)[O-])n2)cc1 ?
GlmU inhibition: 7.2%; RmlCD inh 1536: 13

Results for O=C(O)c1c(F)c(F)cc2ccccc12 ?
GlmU inhibition: 2.0%

What do the screens show for `Cc1cc2oc(C(=O)NCc3ccncc3)c(C)c2cc1C`?
GlmU inhibition: 5.9%; RmlCD inh 1536: 5

What do the screens show for `COC(=O)C1=C(C)N(CCCC(=O)O)C(=O)NC1c1cccc(OC)c1` (stereo unspecified)?
GlmU inhibition: -0.6%

Assay outcomes from PubChem.
